Compound activity: PubChem, National Center for Advancing Translational Sciences (NCATS)
KB-3-1 tox – kills parental KB-3-1 adenocarcinoma cells | KB-3-1 viability, CellTiter-Glo ATP luminescence, 72 h | Potency, µM (top dose mostly 46.1 µM), for the others: top-dose activity change, negative = cytotoxic, hits mostly cytotoxic | 1.4% of 400,000 active | AID 1347075; also: potency is read from the fitted curve at half-maximal effect; % is scaled to controls: 0 for no effect and ±100 for the full control effect; nearly all actives have a fitted effect of over 60% in size
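Viability of parental KB-3-1 cells, measured by CellTiter-Glo luminescence, followed a 72 h incubation at 37 °C with pinned compounds in phenol-red-free DMEM containing 10% FBS.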
MCF10A rereplic – DNA re-replication induction in MCF 10a cells | MCF 10A DNA re-replication, Hoechst nuclear intensity, 48 h | Potency, µM (series often up to 46.1 µM), for the others: at the highest dose activity, positive = re-replication, usual class: activators | 2.9% of 350,000 active | AID 624296; also: potency is read from the fitted curve at half-maximal effect; % of control where 0% means no effect; nearly all actives have a fitted effect of over 50% in size
SW480 rereplic – DNA re-replication induction in SW480 cells; SW480 DNA re-replication, Hoechst DNA content imaging, 48 h; Potency, µM (top dose mostly 46.1 µM), inactives show top-dose re-replication activation, most hits filed as activators; 1.8% of 340,000 active; AID 624297; also: potency is read from the fitted curve at half-maximal effect; % of control where 0% means no effect; nearly all actives have a fitted effect of over 55% in size
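Image-based DNA-content assay: after two days of treatment, nuclei were labelled with the DNA dye Hoechst and imaged, and hits were compounds raising the count of nuclei showing high fluorescence intensity.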
HT1080 IDH1KD tx – HT-1080 IDH1 knockdown cell toxicity (counter line) | HT-1080 IDH1 knockdown viability, ATP luminescence, 48 h | Potency, µM (highest dose often 46.1 µM), for the others: at the highest dose activity, negative = toxicity, usual class: cytotoxic | 2% of 360,000 active | AID 686971;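 also: potency is read from the fitted curve at half-maximal effect; 0% = DMSO wells and -100% = cell-free medium wells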
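In this qHTS, HT-1080 cells depleted of IDH1 are exposed for 48 h at 37 °C to compound titrations. Toxicity is scored from CellTiter-Glo luminescence, with DMSO as full viability and medium alone as none.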
HT1080NT lethal – kills 2HG-producing HT-1080-NT fibrosarcoma cells; HT-1080-NT fibrosarcoma viability, CellTiter-Glo ATP luminescence, 48 h; Potency, µM (highest dose often 46.1 µM), inactives show at the highest dose activity, negative = less viability, actives largely listed as cytotoxic; 1.6% of 360,000 active; AID 686970;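 also: NT is the 2HG producing partner of a matched IDH1 knockdown line; potency is read from the fitted curve at half-maximal effect; 0% = DMSO-treated cells and -100% = media-only wells without cells; nearly all actives have a fitted effect of over 55% in size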
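A 48-hour cytotoxicity screen used HT-1080-NT cells plated 2 hours before compound delivery. ATP-based CellTiter-Glo luminescence measured viability, normalized to DMSO and no-cell controls.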
ATXN2 expr inh – reduces ATXN2 reporter expression in HEK-293 cells | 0.72% of 360,000 active | Potency, µM (series often up to 57 µM), for inactives: at the highest dose activity change, negative = inhibition, actives largely listed as inhibitors | HEK-293 ATXN2-luciferase reporter, luminescence, 24 h; also: potency is read from the fitted curve at half-maximal effect; % is scaled to controls: 0 for no effect and ±100 for the full control effect; nearly all actives have a fitted effect of over 55% in size
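ATXN2-luciferase reporter cells (luciferase flanked by upstream and downstream ATXN2 gene portions) were treated 24 h at 37 °C with compounds at up to 57 uM. SteadyGlo luminescence gave expression; GF-AFC fluorescence gave viability.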
HepG2 tox – kills HepG2 cells in TGF-b inhibitor counter-screen | HepG2 CAGA-GFP viability, ATP luminescence, 18 h | Potency, µM (top dose mostly 46.1 µM), inactives show top-dose activity change, negative = cytotoxicity, actives largely listed as cytotoxic | 0.76% of 410,000 active; also: potency is read from the fitted curve at half-maximal effect; some results filed as inactive show a strong effect at the top dose
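CellTiter-Glo luminescence gave cytotoxicity after 18 hours at 37 degrees C. The cells were HepG2 CAGA-GFP in 1% FBS DMEM, stimulated with 500 pg/mL TGF-beta after compound addition. %Activity was normalised to no-cell wells (complete cell-killing) and DMSO (no toxicity), and curves were fitted and classified.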
IL1B secr inh – blocks inflammasome-driven IL-1 beta release; 4.7% of 360,000 active; AID 743279; activity change, % at 57.5 µM; THP-1 LPS/ATP IL-1B secretion, AlphaLISA, 16 h; hits give low values; in the data active = activity change below about -50%; inconclusive = mostly about -30% to -49%; also: % is scaled to controls: 0 for no effect and ±100 for the full control effect
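Secreted IL-1B measured by AlphaLISA bead assay after 16 h compound exposure of THP-1 cells; compounds (final up to 57.5 uM) added 1 h before LPS (250 ng/mL) and ATP (1.25 mM) stimulation; lower signal means less secretion.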
S2 tox – cell viability loss in ATXN counter-screen; S2 cells (HEK-293 line with an ATXN2-luciferase reporter) viability, CellTiter-Fluor protease fluorescence, 24 h; Potency, µM (top dose mostly 56.7 µM), actives largely listed as cytotoxic; 0.49% of 400,000 active; also: potency is read from the fitted curve at half-maximal effect; nearly all actives have a fitted effect of over 40% in size
The depositor's hits bear a star; i = inactive; ? = inconclusive; / = not tested or not shown; ! = not active in a repeat; [ ] = dose if it differs, or a comment. Unless noted, calls follow the shape of the dose curve; as a rule, active = well fitted curve in the direction sought with a large enough effect; inconclusive = small, poorly fitted or top-dose-only effect, or another doubt; inactive = no such curve, though single readings can be large; an effect the other way counts as inactive or inconclusive.

SMILES	KB-3-1 tox	MCF10A rereplic	SW480 rereplic	HT1080 IDH1KD tx	HT1080NT lethal	ATXN2 expr inh	HepG2 tox	IL1B secr inh	S2 tox
CCc1ccc(NC(=O)c2ccc3oc(=O)n(Cc4ccccc4)c3c2)cc1	?	/	/	/	/	-15%	-21%	/	?
CN1CCN(c2cc([N+](=O)[O-])ccc2Cl)CC1	17%	-8%	-5%	7%	8%	-10%	1%	-12	i
O=C1/C(=C/c2ccc([N+](=O)[O-])cc2)N2CCC1CC2	5%	20%	23%	1%	9%	9%	-37%	-22	i
CCOP(=O)(OCC)C(NC(=O)c1ccccc1Cl)=C(Cl)Cl	4%	-1%	-3%	4%	11%	-5%	-22%	-10	i
Cc1nn(Cc2ccccc2Cl)c(Cl)c1C(=O)OCC(=O)NCc1ccco1	4%	-19%	-4%	-5%	-9%	-4%	-9%	-1	i
CCCC12CN3CC(C)(CN(C1)C3c1c(C)[nH]c(=O)[nH]c1=O)C2=O (stereo not given)	6%	/	/	/	/	8%	-2%	/	i
O=C(NC(c1ccc(Cl)cc1)P(=O)(Oc1ccccc1)Oc1ccccc1)OCc1ccccc1 (stereo not given)	-25%	-13%	-2%[9.22 µM]	12%	4%	0%	6%	-3	i
CC(=O)NN1C(=O)c2ccccc2NC1c1cccnc1 (stereo not given)	6%	-13%	-10%	-2%	1%	-26%	-44%	12	i
O=C1CN=C(c2cccc(Br)c2)c2cc(Br)ccc2N1	-26%	?	?	?	?	?	-29%	?	?
O=c1c2ccccc2sn1-c1ccc(Cl)cc1	0%	/	/	?	?	?	-78%	-106*	18µM*
CCOC(=O)C(C#N)=C(c1ccccc1)c1ccccc1	/	?	0%	/	/	-13%	/	/	i
C[C@H]1CN([C@@H](C)CO)C(=O)c2cc(NC(=O)C3CCCCC3)ccc2O[C@H]1CN(C)Cc1ccc(-c2ccccc2)cc1	?	?	-4%	-21%	-28%	?	-19%	-6	i
Cc1cc(C)c(C)c(C(O)(C(=O)O)c2ccccc2)c1C (stereo not given)	2%	-3%	-3%	3%	10%	4%	-23%	17	i
O=C(O)C(Br)CBr (stereo not given)	0%	10%	-40%[inhibitor]	9%	?	-2%	-10%	-11	i
CN(C)c1ccc(NC(=O)c2sc3nc4c(cc3c2N)N2CCC4CC2)cc1	-1%	/	/	/	/	57%[activator]	-5%	/	i

A draw from above in order of molecular weight, smallest number first:
SMILES	KB-3-1 tox	MCF10A rereplic	SW480 rereplic	HT1080 IDH1KD tx	HT1080NT lethal	ATXN2 expr inh	HepG2 tox	IL1B secr inh	S2 tox
O=c1c2ccccc2sn1-c1ccc(Cl)cc1	0%	/	/	?	?	?	-78%	-106*	18µM*
CCOC(=O)C(C#N)=C(c1ccccc1)c1ccccc1	/	?	0%	/	/	-13%	/	/	i
Cc1cc(C)c(C)c(C(O)(C(=O)O)c2ccccc2)c1C (stereo not given)	2%	-3%	-3%	3%	10%	4%	-23%	17	i
CCc1ccc(NC(=O)c2ccc3oc(=O)n(Cc4ccccc4)c3c2)cc1	?	/	/	/	/	-15%	-21%	/	?
CCOP(=O)(OCC)C(NC(=O)c1ccccc1Cl)=C(Cl)Cl	4%	-1%	-3%	4%	11%	-5%	-22%	-10	i
CN(C)c1ccc(NC(=O)c2sc3nc4c(cc3c2N)N2CCC4CC2)cc1	-1%	/	/	/	/	57%[activator]	-5%	/	i
Cc1nn(Cc2ccccc2Cl)c(Cl)c1C(=O)OCC(=O)NCc1ccco1	4%	-19%	-4%	-5%	-9%	-4%	-9%	-1	i
C[C@H]1CN([C@@H](C)CO)C(=O)c2cc(NC(=O)C3CCCCC3)ccc2O[C@H]1CN(C)Cc1ccc(-c2ccccc2)cc1	?	?	-4%	-21%	-28%	?	-19%	-6	i

(continued)
SMILES	KB-3-1 tox	MCF10A rereplic	SW480 rereplic	HT1080 IDH1KD tx	HT1080NT lethal	ATXN2 expr inh	HepG2 tox	IL1B secr inh	S2 tox
CN1CC(C(=O)c2ccc(F)cc2)C(c2c(F)cccc2Cl)C1 (stereo not given)	6%	-3%	-5%	11%	12%	-21%	-15%	-22	i
Fc1ccccc1CCNCc1ccccc1	1%	4%	?	0%	-5%	4%	-2%	-11	i
Cc1cc2c(C(C)C)c(O)c(O)c(C=O)c2c(O)c1-c1c(C)cc2c(C(C)C)c(O)c(O)c(C=O)c2c1O	1.5µM*	?	13µM*!	/	/	?	1.4µM*	/	25µM*
COc1ccc(OC)c(N2C(=O)CC(=O)NC2=O)c1	-1%	-5%	-1%	0%	-2%	/	-1%	-8	i
CCCOP(=O)(OCCC)C1(Nc2ccc(C)cc2)CCCCC1	-13%	28%	?	-14%	-16%	-13%	-39%	-10	i
COC(=O)C1C(C(=O)O)C2(Cl)C(Cl)=C(Cl)C1(Cl)C2(Cl)Cl (stereo not given)	-1%	1%	-1%	-21%	-15%	-15%	-7%	9	i
COc1ccc(-n2ccnc(NCCc3ccc(Cl)cc3)c2=O)cc1OC	-19%	/	/	/	/	-28%	-14%	/	?
CCN1C(=O)c2ccccc2Sc2ccc(C(=O)N3CCC4(CC3)OCCO4)cc21	-21%	1%	-7%	-5%	6%	-16%	-5%	36	i
CCOCCC(=O)Nc1ccc2c(c1)c(=O)n(C)n2Cc1cccc(C(F)(F)F)c1	0%	/	/	14%	?	9%	5%	23	i
CCCCn1nnnc1C(CCc1ccccc1)N1CCC2(CC1)C(=O)NCN2c1ccccc1 (stereo not given)	?	/	/	?	?	?	-7%	-17	?
COCCCN1CCN(c2nnc3n2-c2sc(Br)cc2C(c2ccccc2Cl)=NC3)CC1	-11%	-2%	-3%	13%	0%	-6%	-11%	-2	i
COC(=O)C(O)(c1ccc(NC(=O)Oc2ccccc2)cc1)C(F)(F)F (stereo not given)	-22%	6%	-88%[inhibitor]	-1%	-2%	1%	-7%	0	i
Cc1[nH]c2ccccc2c1CCNCc1ccco1	2%	-5%	?	2%	-1%	/	0%	-9	?
Cc1ccsc1C(=O)C1CCCN(Cc2cnn(C)c2)C1 (stereo not given)	-1%	-17%	-10%	-4%	1%	/	0%	-5	i
COC(=O)C1=C(c2ccc(OC)c(OC)c2)C[C@@H]2CC[C@H]1N2C(=O)NC1CCCCC1	-3%	-15%	-5%	6%	13%	0%	-4%	11	i
CN(C)S(=O)(=O)c1ccc(C(=O)NCCSc2c(-c3ccccc3)[nH]c3ccccc23)cc1	?	/	/	/	/	-36%	-10%	/	?
COC(=O)C1=C(c2cc3ccccc3s2)C[C@@H]2CC[C@H]1N2C(=O)NC(C)C	-3%	-13%	-10%	5%	27%	-13%	0%	18	i
O=C(O)C1CC2(Cl)C(Cl)=C(Cl)C1(Cl)C2(Cl)Cl (stereo not given)	5%	16%	-4%	0%	2%	-3%	-10%	7	i
CC(=O)OC1(c2ccccc2)CCN(C)C2CCCCC21 (stereo not given)	5%	-8%	3%	14%	0%	-4%	-1%	-13	i
Cc1ccccc1NC(=O)N1Cc2ccccc2-n2nncc2C1	6%	/	/	1%	-4%	-5%	-18%	-8	i
O=C1C2(Cl)C3(Cl)C4(Cl)C(Cl)(Cl)C5(Cl)C3(Cl)C1(Cl)C5(Cl)C24Cl (stereo not given)	-2%	113%	14%	16µM*	?	?	-100%	-13	/
O=C(C1CCC(=O)N1Cc1ccccc1Cl)N1CCC2(CC1)OCCO2 (stereo not given)	4%	3%	-1%	1%	-3%	-6%	-10%	-1	i
Cc1cccc(N2CCN(C(=O)C34CC5CC(CC(C5)C3)C4)CC2)c1C	-9%	?	3%	8%	9%	-3%	5%	16	i
O=C(CCC(=O)N1C[C@H]2C[C@@H](C1)c1cccc(=O)n1C2)NCc1ccccc1C(F)(F)F	0%	?	2%	14%	-9%	-4%	-2%	-1	i
O=C(C[N+]12CCC(CC1)C(O)C2)c1ccc(Br)cc1 (stereo not given)	11%	11%	-3%	-3%	-1%	2%	-9%	-19	i
O=C(CNS(=O)(=O)c1cccs1)N1CCC2(CC1)OCCO2	0%	-1%	-8%	11%	9%	19%	10%	17	i
CC(=O)N[C@@H]1CC[C@@]2(O)[C@H]3Cc4ccc(O)c5c4[C@@]2(CCN3CC2CC2)[C@@H]1O5	0%	-1%	-11%	6%	-2%	1%	-1%	-20	i
COC(=O)C1=C(c2cccc(OC)c2OC)C[C@@H]2CC[C@H]1N2C(=O)N1CCC(O)CC1	5%	?	-29%	5%	6%	6%	4%	9	i
O=C(NCC1=C(c2ccc3ccccc3c2)C[C@@H]2CC[C@H]1N2Cc1ccco1)c1nccs1	-3%	/	/	-2%	-18%	0%	-41%	-28	i
CCC(=NCc1ccc2c(c1)OCO2)c1c(O)n(C2CCCCC2)c(=O)[nH]c1=O	?	?	8%	?	-23%	-13%	-30%	1	i
CN1CCCN(C(=O)COc2ccc(F)cc2F)CC1	4%	7%	-20%	2%	5%	4%	-7%	8	i
COc1ccc(S(=O)(=O)N(C)C[C@H]2OCCCC[C@H](C)Oc3ccc(N(C)C)cc3C(=O)N([C@H](C)CO)C[C@@H]2C)cc1	-11%	/	/	-5%	-12%	8%	1%	27	i
COc1ccc(N2C(=O)/C(=C/c3ccc(C)o3)C(=O)NC2=S)c(OC)c1	1%	-1%	-1%	-4%	8%	/	6%	9	i
Cc1ccccc1OCCN=Cc1c(O)n(C)c(=O)n(C)c1=O	-7%	-183%[0.0737 µM]	0%	-17%	2%	-26%	-27%	26	i
CCOC(=O)C1(c2ccccc2)CCN(CCC(=O)Nc2ccccc2OC)CC1	0%	-1%	-27%	4%	-4%	/	-32%	8	i
Cc1nc2cc(C(F)(F)F)ccc2n1C1CCN(Cc2nnnn2CCc2ccccc2)CC1	?	?	-2%	?	18µM*	-25%	-14%	?	i

An excerpt; count on the stated rates, not on these rows.
